All columns: NCI-60 one-dose screen, growth in % after 48 h at 10 µM unless noted; 100 = growth as untreated, 0 = no growth, -100 = all killed.
CCRF-CEM: CCRF-CEM leukemia | 77,000 tested, 7% active | AID 1794778
MOLT-4: MOLT-4 leukemia cells; 80,000 tested, 6.9% active
A549/ATCC: A549/ATCC NSCLC. 81,000 tested, 3.7% active
RPMI-8226: RPMI-8226 leukemia cells; 77,000 tested, 7.5% active; AID 1794781
HOP-62: HOP-62 NSCLC; 80,000 tested, 3.9% active
HOP-92: HOP-92 NSCLC cells; 71,000 tested, 6.3% active; AID 1794738
EKVX: EKVX NSCLC; 71,000 tested, 3% active; AID 1794765
SR: SR leukemia cells. 73,000 tested, 8.7% active. AID 1794780
Starred values were filed as active, the others as inactive; . = no result given; & = joins results of further samples. How the source made its calls: active means growth percent below 10; inactive means the rest.

SMILES	CCRF-CEM	MOLT-4	A549/ATCC	RPMI-8226	HOP-62	HOP-92	EKVX	SR
Cc1cc(N=NC(N)=O)c2ccccc2c1O	93	85	106	84	93	88	66	91
CCCCOc1ccc(N)cc1C(=O)OCCCN(CC)CC	94	67	95	102	98	111	109	77
N#CCCCCCCCCC(=O)O	.	94	103	104	112	109	.	92
CN(CCCCCCCCNc1ccnc2ccccc12)Cc1ccc(-c2ccc(-c3ccc(C#N)cc3)s2)cc1	-11*	-33*	-61*	-44*	-11*	45	-14*	.
Nc1ccc(C2=CC(c3ccc(Cl)cc3)N3C=CSC3=N2)cc1 (stereo not given)	-22*	-11*	-39*	-21*	-64*	-23*	.	-11*
Cc1ccc(S(=O)(=O)OCC(=O)Nc2ccc(C(=O)O)c(O)c2)cc1	84	57	101	92	100	-61*	103	46
CC(=O)OC1CCC2(C)C3CCC4(C)C(CCC45OC5(C)OC(C)=O)C3CC3OC32C1 (stereo not given)	97	96	85	102	104	90	.	92
COC(=O)C[C@H](Nc1nc(N)nc(N2CCCCC2)c1C=O)C(=O)OC	104	98	107	109	105	94	112	102
Cc1ccc(S(=O)(=O)N(C)C2c3ccccc3Oc3ccccc32)cc1	69	64	78	79	88	64	83	87
Cc1ccc(Nc2nc(N)nc(C)c2Br)cc1	100	103	100	97	93	91	94	99
Cc1ccc(C(F)(F)F)cc1N1CCN(C(=O)[C@H]2C[C@H]2c2ccc(C(F)(F)F)nc2)CC1	90	73	81	66	98	61	91	76
CCOC(=O)C12CCCC1=CC(=O)CC2 (stereo not given)	96	95	92	98	101	107	111	.
CCCN1CCN(c2ccc3nc(-c4ccc5nc(-c6cc(OC)c(OC)c(OC)c6)[nH]c5c4)[nH]c3c2)CC1	41	63	106	95	84	70	109	35
COc1ccc(-c2c(C#N)c(N)nn2C(=O)c2ccc(NC(=O)c3ccccn3)cc2)cc1OC	105	101	103	78	105	107	98	143
c1ccc(Nc2ccccc2)cc1	101	100	106	100	100	73	105	93
Oc1ccccc1/C=N\Nc1ccccc1	18	35	37	44	66	.	73	.
COC(=O)/C(CCC(Br)C(C)(C)N1CC=CCC1)=C1\[C@@H](OC(C)=O)C[C@@]2(C)[C@H]1C[C@@H](O)[C@H]1[C@@]3(C)CC[C@H](O)[C@@H](C)[C@@H]3CC[C@@]12C (stereo not given in full)	93	71	91	64	103	96	81	61
CCCCN(CCCC)Cc1c(C)[nH]c2cc(OC)ccc2c1=O	96	91	95	100	89	65	104	93
CCCCCCCCCCCCCCC(C(=O)OCC)C(=O)OCC	.	109	109	104	105	105	.	116
C=CCc1c(C)ccc(C)c1OC	110	.	102	101	110	86	114	85
CC(C)/C=C/CC[C@](C)(O)[C@H]1CC[C@]2(C)[C@@H]1CC[C@@H]1[C@@]3(C)C/C(=C/c4cccc(C(F)(F)F)c4)C(=O)C(C)(C)[C@@H]3CC[C@]12C	87	88	85	95	103	93	103	83
O=[N+]([O-])c1ccc(CCCl)cc1	102	106	96	117	116	.	99	102
Cn1cc2c(c1)-c1nc(Nc3ccccc3)ncc1CC2	61	45	72	.	69	71	55	.
N#Cc1nn(-c2ccc(Cl)cc2)nc1N1CCOCC1	104	100	100	106	102	116	77	113
CCCCCCCOc1ccc(S(=O)(=O)Nc2cccc(F)c2C(=O)O)cc1	86	99	94	79	100	93	99	96

Next section:
SMILES	CCRF-CEM	MOLT-4	A549/ATCC	RPMI-8226	HOP-62	HOP-92	EKVX	SR
COc1cccc(NC(=O)Nc2ccc(Oc3ncnc4sc5c(c34)CCCC5)cc2)c1	64	47	61	47	.	79	66	51
COC(=O)c1ccc(C2C3=C(CC(c4ccc(F)cc4)CC3=O)Nc3ccccc3N2C(=O)c2ccccc2)cc1 (stereo not given)	85	66	91	88	101	83	.	88
O=C(O)CNC(=O)C1(NC(=O)OCc2ccccc2)CCCC1	99	98	97	.	109	86	99	92
CCOc1nc2c(N)ncnc2n1CC1CC1	103	102	106	108	90	108	93	98
O=C1C(Br)=Cc2cccc3cccc1c23	112	84	94	105	105	98	80	62
CN1CCN(CCCN2c3ccccc3Sc3ccc(Cl)cc32)CC1	76&80	74&70	80&74	92&76	90	29&48	77&75	75
CC(CN1CCCCC1)SSC(C)CN1CCCCC1 (stereo not given)	102	102	99	100	100	99	.	94
C=CC(=O)NCc1cccc(Nc2ncc(Br)c(NCCCNC(=O)C3CCC3)n2)c1	1.6*	-5.4*	-9.6*	-15*	-27*	-12*	-27*	2.5*
O=c1cc(-c2cccc(F)c2)oc2ccccc12	90	98&74	113&105	104	109&99	70&78	70&66	97&70
COc1cc(/C=N/NC(=O)CC#N)ccc1O	115	105	106	104	98	86	90	94
COC1CCC2CC(C(=O)N3CCC(C(C)C(=O)NCC4CCC(F)CC4)CC3)NC2C1 (stereo not given)	76	56	62	48	71	68	60	52
CC(C)=CC/C=C(/C)[C@H]1CC[C@]2(C)[C@@H]1CC[C@@H]1[C@@]3(C)C/C(=C/c4cc(C(F)(F)F)cc(C(F)(F)F)c4)C(=O)C(C)(C)[C@@H]3CC[C@]12C	100	108	92	111	99	.	96	111
CCCNCC(O)COc1ccccc1C(=O)CCc1ccccc1 (stereo not given)	83	91	100	86	93	.	84	.
COc1cc2nc(-c3ccc(C(F)(F)F)cc3)cc(OCCN3CCC(O)CC3)c2cc1OC	85	77	79	41	68	71	62	35
CC(C)[C@@H]1CC[C@@H](C)C[C@H]1OC(=O)NN	99	93&98	96&101	104&92	105&97	95	104	90&95
CC(C)(CO)N=Cc1cc([N+](=O)[O-])ccc1O	100	95	101	99	94	91	.	99
COc1ccc2[nH]c3c(cnn4cnnc34)c2c1	110	105	91	96	101	100	74	103
Cc1csc(=NCc2cccnc2)n1C	101	98	93	102	102	98	.	98
Cc1cc(=O)oc2cc(OCCOc3ccc(/C=C/C(=O)Nc4ccc(Br)cc4)cc3)ccc12	99	104	101	90	100	92	95	81
O=C(/C=C/c1cccc(F)c1)c1ccccc1	92	100	74	47	95	88	91	40
CCN1CN2C(=S)NC3C2N(C1)C(=S)N3C (stereo not given)	118	107	111	105	110	117	97	110
CC(=O)Oc1ccccc1C(=O)N(/N=C1\C(=O)N(C(C)=O)c2ccccc21)C(C)=O	103	100	107	108	92	98	81	.
Fc1cc(C(F)(F)F)ccc1-c1cncnc1NC1CCCCCC1	91	98	85	76	93	.	.	118
N/C(=N\O)c1ccc2oc(/C=C/c3cc4cc(/C(N)=N\O)ccc4o3)cc2c1	97	97	100	103	111	105	.	100
O=C(Nc1ccc2c(ccn2C(=O)c2cccc(F)c2)c1)c1ccnc([N+](=O)[O-])c1	100	101	103	101	105	112	100	79

Remaining list, next part.
SMILES	CCRF-CEM	MOLT-4	A549/ATCC	RPMI-8226	HOP-62	HOP-92	EKVX	SR
O=C(Cn1cc[n+](CC(=O)c2ccc(Cl)cc2)c1)Nc1cccc2cccnc12	94	100	97	87	107	.	88	118
CCCCCCCCC(=O)N1C(C)CCC1C (stereo not given)	104	102	100	104	124	79	93	109
CC1(O)CCC(C(C)(C)O)CC1 (stereo not given)	104	123	111	.	128	95	106	108
COc1ccc(/C=C/C(=O)c2ccc(OC)c(OC)c2)cc1O	63	67	26	65	40	29	87	19
Cn1c([N+](=O)[O-])cnc1C=C1C(=O)c2ccccc2C1=O	18	22	66	41	75	20	.	7.3*
O=C1CCC(Nc2cccc(Cl)c2)N1 (stereo not given)	108	104	100	103	99	98	102	104
O=C(NNC(=O)N1c2ccccc2C=Cc2ccccc21)c1ccc(Cl)cc1	104	104	108	.	104	98	97	110
CCc1c(C(=O)NCc2ccc(OC)cc2)[nH]c(C)c1C(C)=O	100	98	96	100	91	105	106	90
OCC1OC(Nc2ccccc2/C=N\O)C(O)C1O (stereo not given)	95	95	98	97	91	89	.	93
Nc1nc2c(s1)C[C@@H](NC(=S)Nc1ccc(Cl)cc1Cl)CC2	60	74	88	85	97	84	87	98
O=c1[nH]cnc2c1ncn2-c1ccc(N(CCO)CCO)cc1	96	96	102	104	107	119	112	94
O=c1c2ccccc2sc2cccc(NCCCN3CCN(CCCNc4cccc5sc6ccccc6c(=O)c45)CC3)c12	84	101	84	98	98	107	93	.
C[C@H](C(=O)N[C@@H](Cc1ccc(-c2ccccc2)cc1)C(=O)NC1CC(C)(C)N(C)C(C)(C)C1)c1ccc(-c2ccccc2)c(F)c1	-46*	-61*	-79*	-42*	-74*	-75*	-48*	-40*
N/C(=N\C(N)=N\c1nc2ccccc2s1)c1cscc1Br	84	79	94	83	65	99	78	73
O=S(=O)(Nc1ccccc1Cl)c1ccc(-c2cnc(C3CC3)o2)cc1	17	41	31	28	34	37	.	41
CCC1CCCC(=O)C1 (stereo not given)	116	125	113	107	107	96	102	110
CCN(CC)CC#CCOC(=O)[C@]1(C)CCC[C@@]2(C)[C@H]1CC(C=O)=C1C=C(C(C)C)CC[C@@H]12	50	50	62	28	75	45	78	20
Cc1sc2ccc3ccccc3c2[n+]1C	63	40	81	72	102	76	147	133
C=C(C)C1CCC2(C(=O)O)CCC3(C)C(CCC4C5(C)CCC(OC(=O)NCc6ccccc6)C(C)(C)C5CCC43C)C12 (stereo not given)	37	29	27	8.2*	48	-4.5*	29	42
Cn1/c(=N\N=C\c2ccccc2OCCO)sc2ccccc21	93	63	102	81	106	83	.	89
CCCOC(=O)CC(O)C(=O)OCCC (stereo not given)	.	106	97	97	106	86	.	99
COC(=S)Nc1ccc(S(=O)(=O)Nc2ccc(Cl)nn2)cc1	101	101	89	100	94	57	98	102
CCOC(=O)C1=C(N)N(c2ccc(Cl)cc2)C2=C(C(=O)CC(C)(C)C2)C1c1ccc(F)cc1 (stereo not given)	74	.	88	68	112	79	75	.
COc1ccc2oc(=O)c(C3(C)NC(=O)c4c(/C=C/C(=O)OC(C)(C)C)cccc4N3)cc2c1 (stereo not given)	32	18	27	29	61	33	37	26
CC(=O)C1C(=O)C(=O)N(c2ccc([N+](=O)[O-])cc2[N+](=O)[O-])C1=O (stereo not given)	106	97	101	103	92	84	97	97

Arranged by formula weight (falling): five of the compounds above.
SMILES	CCRF-CEM	MOLT-4	A549/ATCC	RPMI-8226	HOP-62	HOP-92	EKVX	SR
C=C(C)C1CCC2(C(=O)O)CCC3(C)C(CCC4C5(C)CCC(OC(=O)NCc6ccccc6)C(C)(C)C5CCC43C)C12 (stereo not given)	37	29	27	8.2*	48	-4.5*	29	42
O=C(Cn1cc[n+](CC(=O)c2ccc(Cl)cc2)c1)Nc1cccc2cccnc12	94	100	97	87	107	.	88	118
O=C(NNC(=O)N1c2ccccc2C=Cc2ccccc21)c1ccc(Cl)cc1	104	104	108	.	104	98	97	110
N/C(=N\C(N)=N\c1nc2ccccc2s1)c1cscc1Br	84	79	94	83	65	99	78	73
Cn1c([N+](=O)[O-])cnc1C=C1C(=O)c2ccccc2C1=O	18	22	66	41	75	20	.	7.3*

Reprinted from above (2 entries):
SMILES	CCRF-CEM	MOLT-4	A549/ATCC	RPMI-8226	HOP-62	HOP-92	EKVX	SR
Cc1cc(N=NC(N)=O)c2ccccc2c1O	93	85	106	84	93	88	66	91
CCCCOc1ccc(N)cc1C(=O)OCCCN(CC)CC	94	67	95	102	98	111	109	77

Going on with the list:
SMILES	CCRF-CEM	MOLT-4	A549/ATCC	RPMI-8226	HOP-62	HOP-92	EKVX	SR
COc1ccc(-c2nc3c(ncc4ccc(C)nc43)s2)cc1	.	83	90	.	93	121	80	92
Nc1n[nH]c2cccc(C#Cc3cccc(C(=O)Nc4cc(C(F)(F)F)cc(C(F)(F)F)c4)c3)c12	12	35	80	53	94	37	92	50
CCCCCCCCCCCC1=NC(CC)CO1 (stereo not given)	92	89	90	95	82	64	114	73
C=CCN(/C=C/CN(CC=C)CC=C)CC=C	.	96	100	96	98	91	.	85
Cc1ccc(NC(=O)N[C@@H](Cc2cc(F)cc(F)c2)C(=O)NC2C(=O)N3CCC[C@H]3C(=O)N3CCCC[C@H]3C(=O)N[C@@H](C)C(=O)N3C[C@H](C)C[C@H]3C(=O)O[C@H]2C)c(F)c1 (stereo not given in full)	34	40	26	12	34	4.3*	29	31
CC(C)c1ccc(C(=O)OCCCl)cc1	107	100	98	221	82	163	102	106
CCOC(=O)C(N=Nc1ccc(S(=O)(=O)N=C(N)N)cc1)C(=O)OCC	114	110	101	112	107	91	100	101
CCCCCCCCCCCCNC(=S)N/N=C/c1ccccc1OCC	95	93	100	102	107	109	94	91
CCCSc1nc(N)nc2nc[nH]c12	115	121	105	101	96	92	106	107
CC/C(N)=N/S(=O)(=O)c1ccc(N)cc1	95	100	97	99	91	.	98	98
CN(C)c1ccc2c(c1[N+](=O)[O-])Cc1ccccc1-2	99	77	94	98	88	96	24	102
O/N=C1/CCCC2CCCCC12 (stereo not given)	58	97	.	99	.	84	116	95
COc1cc(CN2CC3(Cc4c(C(C)(C)C)nn(-c5ccccc5)c42)C(=O)c2ccccc2C3=O)cc(OC)c1OC	83	89	97	96	110	82	105	.
CCCCCCCCCCCCCCCCCCOP(=O)(O)OCCCCCCCCCCCCCCCCCC	102	115	97	105	94	98	.	122
CNCCNc1nc2ccccc2c2c(=O)c3cccc(C)c3sc12	21	-29*	36	-31*	26	44	46	-30*

2 entries from above, comma-delimited.
structure,CCRF-CEM,MOLT-4,A549/ATCC,RPMI-8226,HOP-62,HOP-92,EKVX,SR
CCCSc1nc(N)nc2nc[nH]c12,115,121,105,101,96,92,106,107
CC/C(N)=N/S(=O)(=O)c1ccc(N)cc1,95,100,97,99,91,.,98,98
